MITF primary: MITF inhibitors, primary screen, biochemical, AlphaScreen, human. AlphaScreen MITF homodimerization, bead proximity signal. inhibition, % at 2.6 µM. 650,000 tested, 0.91% active. AID 1259374, 2018; in the data active = inhibition above about 50%;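 also: 0% = vehicle wells with protein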
FBW7 act: FBW7 E3 ligase activators, primary screen, biochemical, AlphaScreen, human; AlphaScreen FBW7–phospho-cyclin E peptide binding, activator screen; normalized activity (activation), % at 26.1 µM; 650,000 tested, 0.13% active; in the data active = normalized activity above about 1.9%;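 also: purified mutant Fbw7 with reduced substrate affinity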
Target sequence (Q969H0 whole entry, looked up): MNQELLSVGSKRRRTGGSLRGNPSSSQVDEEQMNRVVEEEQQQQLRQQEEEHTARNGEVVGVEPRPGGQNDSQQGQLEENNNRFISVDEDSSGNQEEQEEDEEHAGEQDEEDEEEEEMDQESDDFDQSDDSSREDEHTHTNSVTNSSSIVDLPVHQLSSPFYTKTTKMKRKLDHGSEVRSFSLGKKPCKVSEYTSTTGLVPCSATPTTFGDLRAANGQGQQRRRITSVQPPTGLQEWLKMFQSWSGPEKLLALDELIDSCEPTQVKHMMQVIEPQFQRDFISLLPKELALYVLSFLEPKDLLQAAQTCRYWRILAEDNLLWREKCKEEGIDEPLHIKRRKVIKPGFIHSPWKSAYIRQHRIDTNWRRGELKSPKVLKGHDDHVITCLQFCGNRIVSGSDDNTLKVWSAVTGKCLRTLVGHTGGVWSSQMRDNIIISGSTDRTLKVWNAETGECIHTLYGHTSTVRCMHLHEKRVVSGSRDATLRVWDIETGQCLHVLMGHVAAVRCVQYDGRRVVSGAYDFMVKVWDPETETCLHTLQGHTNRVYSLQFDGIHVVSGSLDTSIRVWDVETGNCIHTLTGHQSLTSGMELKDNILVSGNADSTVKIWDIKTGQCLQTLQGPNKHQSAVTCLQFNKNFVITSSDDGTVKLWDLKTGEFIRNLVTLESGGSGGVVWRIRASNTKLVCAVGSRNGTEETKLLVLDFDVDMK
TEAD-YAP inh: TEAD-YAP interaction inhibition, primary screen, TEAD-YAP interaction inhibitor project, luminescence, HEK-TIYL cells. inhibition, % at 9.12 µM. 640,000 tested, 1.4% active. AID 1259422, 2018. TEAD-Gal4/YAP UAS-luciferase luminescence; in the data active = inhibition above about 32%;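 also: 0% = median of test compound wells and 100% = reference inhibitor wells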
GPR151 activ: activators of human GPR151, primary screen, cell-based, PathHunter beta-arrestin, luminescence; PathHunter beta-arrestin GPR151 cells; 650,000 tested, 1% active; activation, % at 11.2 µM; AID 1508602, 2020; in the data active = activation above about 4.9%;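 also: 0% = median of compound wells and 100% = cells with positive control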
* marks the source's active call; other numbers are inactive results; & = joins results of further samples.

SMILES	MITF primary	FBW7 act	TEAD-YAP inh	GPR151 activ
COc1ccc(OC)c(Nc2nc3ccccc3n3c(C)nnc23)c1	8	-0.1	-1	-0.8
CN(CCO)c1cc(Sc2nnc(-c3ccccc3)o2)c2nonc2c1[N+](=O)[O-]	7	-0.3	-11	1.6
COc1ccc(OC)c(NC(=O)c2ccc3c(=O)n(Cc4ccco4)c(=S)[nH]c3c2)c1	0	0.5	-7	0.3
CC(=O)NCCc1nc2ccccc2n1Cc1ccc(Cl)c(Cl)c1	-13	-0.1	-5	1.0
COC(=O)C1=CN(Cc2ccc(C)cc2)C=C(C(=O)OC)C1c1cc(F)ccc1F	6	0.4	2	0.7
O=C1c2nccnc2C(=O)N1c1ccc(F)c(Cl)c1	-6	-0.2	2	-1.8
Cc1cc(/C=C2\C(=N)N3N=C(CC(C)C)SC3=NC2=O)c(C)n1-c1ccc(F)cc1	-4	0.0	-3	0.0
COc1ccc(CN(CCC(c2ccc3c(c2)OCO3)c2ccccc2OC)C(C)=O)cc1 (centres undefined)	-9	-0.1	-12	-1.7
Cc1c(S(=O)(=O)N(Cc2ccccn2)Cc2ccccn2)cnn1-c1ccccc1	-7	-0.3	-2	1.0
Cc1cc(-c2ccccc2)nc2cc(C(=O)Nc3cc(Cl)ccc3O)nn12	-11	0.1	-1	0.5
CCC(=O)C1=C(c2ccc3c(c2)CCCC3)N(C(=O)CC)n2cnnc2S1	8	-0.9	19	-1.8
CC1CN(CCCCOc2ccc3ccccc3c2)CC(C)O1 (centres undefined)	18	-0.2	-11	1.5
COc1ccc(S(=O)(=O)N2CCC(C(=O)c3ccc(F)cc3)CC2)cc1	-7	0.0	3	0.2
O=C(O)c1ccc(N=NN2CCOCC2)cc1	10	0.0	-33	-2.4
CCOC(=O)C1=C(C)N=c2s/c(=C/c3ccc(OCc4cccc5ccccc45)cc3)c(=O)n2C1c1ccc(OC)cc1 (centres undefined)	14	0.5	7	-2.3
CCOC(=O)C1=C(C)N=c2s/c(=C\c3ccc(OCc4ccc(Cl)cc4)c(OCC)c3)c(=O)n2C1c1ccccc1 (centres undefined)	-11	-0.2	-6	1.0
COc1ccccc1/C=C/CN1CCc2nnc(C(C)NC(=O)c3ccco3)n2CC1 (centres undefined)	9	0.0	8	0.2
CCc1nn(CC(=O)NCCN2CCCCCC2)c(=O)c2cc3sc(C)cc3n12	-13	-0.1	-12	0.1
Cc1cccc(NC2=NC(=S)N(c3ccccc3C)C23CCCC3)c1	7	-0.1	11	1.1
CCOc1cc(C2C(C(=O)Nc3ccccc3OC)=C(C)NC3=C2C(=O)CCC3)ccc1O (centres undefined)	6	0.7	8	-1.1

Reprinted from the listing for reference:
SMILES	MITF primary	FBW7 act	TEAD-YAP inh	GPR151 activ
COc1ccc(OC)c(Nc2nc3ccccc3n3c(C)nnc23)c1	8	-0.1	-1	-0.8
CN(CCO)c1cc(Sc2nnc(-c3ccccc3)o2)c2nonc2c1[N+](=O)[O-]	7	-0.3	-11	1.6

Going on with the list:
SMILES	MITF primary	FBW7 act	TEAD-YAP inh	GPR151 activ
COc1ccc(N(C(=O)COc2ccccc2OC)S(=O)(=O)c2ccc(Cl)cc2)cc1	3	-0.4	17	1.4
CN(C)/C=C1\N=C(c2ccc([N+](=O)[O-])cc2)OC1=O	7	-0.1	8	0.7
Nc1nc(-c2ccc(N3CCOCC3)nc2)nc2c1ncn2-c1ccccc1	12	0.1	11	-1.5
CCc1ccccc1NS(=O)(=O)c1ccc(-n2cccn2)cc1	-8	-0.1	-6	1.8
N/C(=C\C(=O)c1cc(Cl)ccc1O)C(Cl)(Cl)Cl	-8	0.0	1	-0.9
CCn1c(O)c(C=Nc2ccccc2Cl)sc1=S	-3	-0.1	32*	-0.4
O=C(Nc1cccc(CN(C(=O)c2nc3ccc(-c4cn[nH]c4)cc3s2)C2CC2)c1)C1CC1	10	0.0	-25	-0.1
CCN(CCCCN1C(=O)c2ccccc2C1=O)c1ccc2c(c1)C(=O)N(C)C2=O	-8	-0.2	9	-1.6
CCOC(=O)N1CCN(CC(O)COc2ccc(C(C)C)c(C)c2)CC1 (centres undefined)	-2	-0.1	-4	-0.7
CCOC(=O)C1=CN(c2ccc(C)cc2)C=C(C(=O)OCC)C1c1ccc(OC)c(OC)c1	-8	0.3	5	-0.9
C=CCn1c(SCC(=O)c2cc(C)n(-c3ccc(Cl)cc3)c2C)nc2sc(C)c(C)c2c1=O	0	-0.2	1	-1.1
CC(C)(C)Nc1nc2c(S(=O)(=O)c3ccccc3)nnn2c2ccccc12	5	0.0	-3	0.0
COc1cc(NC(=O)c2oc(=O)c3ccccc3c2-c2ccccc2)cc(OC)c1OC	1	-0.3	-13	1.2
COc1ccccc1CN=C1NC(=O)C(CC(=O)Nc2cccc3ccccc23)S1 (centres undefined)	4	0.1	0	0.2
COc1cccc(NC(=O)CN2C(=O)CCSc3ccccc32)c1	-22	0.1	2	-0.3
C=C(C)C1CC=C(C)/C(=N/NC(N)=O)C1 (centres undefined)	16	0.1	-3	-0.6
CCCCOc1ccc(-c2nn(-c3ccccc3)cc2/C=c2\sc3nc(-c4ccccc4OC(C)=O)nn3c2=O)cc1	-2	0.0	9	0.5
CC(C)(C)NC(=O)Cn1c(=O)cnc2ccccc21	9	0.0	0	-0.7
CCC(=O)Nc1c2c(nn1-c1ccc(C)cc1)CS(=O)(=O)C2	18	0.2	-13	-1.4
COc1cc(/C=C2/SC(=S)N(C(CCSC)C(=O)O)C2=O)ccc1O (centres undefined)	15	-0.2	4	-0.4
COc1ccc(CSCC(=O)NC2CCCCC2)cc1	3	0.0	0	1.3
O=C(O)C1CCCN(CCC=C(c2ccccc2)c2ccccc2)C1 (centres undefined)	6&-5	0.2&0.1	2	0.8&-0.2
O=c1/c(=C/c2ccc(Cl)cc2)sc2nc3cc(Br)cnc3n12	16	0.2	-6	0.4
CCC(C(=O)NC1CCCCC1)(C(F)(F)F)C(F)(F)F	7	0.0	5	-0.8
COc1cc(Cl)c(C)cc1NC(=O)Cn1ccsc1=N	-3	-0.1	8	1.4
COc1cc(=O)n2c(c1C(=O)NCCC(C)C)CCN(C(=O)c1cccc(C)n1)CC2	6	-0.1	-11	-0.4
COc1ccc(S(=O)(=O)NNC(=O)Nc2cccc(Cl)c2C)c(OC)c1	19	0.5	12	-1.5
CC1=C(C(=O)OCCc2ccccc2)C(c2cccc(Cl)c2)C2=C(CCCC2=O)N1 (centres undefined)	17	0.3	8	0.6
Cc1cc(C)cc(CN2CCc3nnc(CCNC(=O)C4CCCN(C)C4)n3CC2)c1 (centres undefined)	20	0.8	10	-0.2
CCOC(=O)c1c(NC(=O)c2ccccc2Nc2ccccc2)sc2c1CCCC2	17	-0.4	3	-1.6
CCCCCSc1nnc2c(n1)OC(c1cccn1C)N(C(C)=O)c1ccccc1-2 (centres undefined)	2	-0.1	-4	-1.3
CN(C)c1ccc(C(=S)N2CCCCC2)cc1	-6	-0.2	-18	0.0
CCOC(=O)C(Nc1ccc(SC)cc1)c1ccccc1 (centres undefined)	9	-0.1	-20	-1.4
CC(C)(C)c1ccc(C2=N/C(=C\c3ccc(Cl)cc3Cl)C(=O)O2)cc1	-4	-0.1	1	1.1
COc1ccc(C2C(C#N)=C(N)Oc3n[nH]c(-c4ccccc4)c32)cc1OC (centres undefined)	-1	-0.2	1	-0.3
CCN(Cc1ccccc1)C(=O)CCCOc1ccccc1	6	0.1	-22	1.6
CCOC(=O)C1=C(C)N=c2s/c(=C/c3cc(Br)c(OC)c(OC)c3)c(=O)n2C1c1cc(OC)ccc1OC (centres undefined)	9	-0.1	3	1.0
COc1cccc(CC(=O)Nc2cnc3cnc(-c4ccc(CO)cc4)cn23)c1	2	0.6	4	1.0
CCC(=O)N1CCc2cc(Br)cc(S(=O)(=O)NC3CCCCCC3)c21	-3	-0.3	5	-0.9
O=C1CCCc2c1sc1nc3n(c(=O)c21)CCCCC3	-2	-0.2	-44	-0.8

Profiles from above:
Results for CC1=C(C(=O)OCCc2ccccc2)C(c2cccc(Cl)c2)C2=C(CCCC2=O)N1 (centres undefined) = MITF primary = 17; FBW7 act = 0.3; TEAD-YAP inh = 8; GPR151 activ = 0.6
Results for O=C(O)C1CCCN(CCC=C(c2ccccc2)c2ccccc2)C1 (centres undefined) = MITF primary = 6&-5; FBW7 act = 0.2&0.1; TEAD-YAP inh = 2; GPR151 activ = 0.8&-0.2

(more compounds)
SMILES	MITF primary	FBW7 act	TEAD-YAP inh	GPR151 activ
COCCN(CCOC)S(=O)(=O)c1ccc(C(=O)Nc2ccc(OC)c3ccccc23)cc1	1	0.0	2	-0.3
Cc1ccc(NC(=O)NC(=O)N(c2ccc(Cl)cc2)S(=O)(=O)c2ccc(C)cc2)cc1	2	0.0	-29	1.1
CN1C(=O)c2ccc(C(=O)Nc3ccc(OC(F)(F)F)cc3)cc2C1=O	0	-0.3	2	3.4
Cc1cc(-c2csc(NC(=O)C3CC4C=CC3C4)n2)c(C)n1Cc1ccco1 (centres undefined)	-2	-0.1	-3	0.9
O=c1c([N+](=O)[O-])c(O)c2ccccc2n1-c1ccccc1	18	0.7	9	1.3
O=C(Nc1cccc(Cl)c1Cl)c1cc(S(=O)(=O)NCc2ccc3c(c2)OCO3)ccc1F	3	0.2	2	-4.0
c1ccc(OCCCN2CCC3(CC2)NCCc2c3[nH]c3ccccc23)cc1	21	-1.0	-2	0.1
Cc1cc(C)c2nc(NC(=O)c3ccco3)sc2c1	6	0.1	20	-1.2
O=P1(NCc2cccnc2)C=C(c2ccccc2)SC(c2ccccc2)=C1	-7	-0.2	5	1.1
CCCCN(CC)CCNC(=O)CCCN1C(=O)COc2ccc(C)cc21	4	0.8	10	0.1
CCOC(=O)c1sc(NC(=O)c2cnccn2)c(C(=O)OC)c1C	21	-0.1	3	-1.6
COC(=O)c1ccc(N2N=C(C)/C(=C/c3cccn3-c3ccc(S(N)(=O)=O)cc3)C2=O)cc1	14	0.7	6	0.6
NC(=O)NC(=O)CC1S/C(=N/N=C2\NC(=O)CS2)NC1=O (centres undefined)	43	0.0	1	2.9
Cc1cccc(-n2ccnc2CN2CCC(CO)(CC3CCCCO3)CC2)c1 (centres undefined)	-6	0.1	0	1.1
COc1ccc(-c2cc(C(F)(F)F)n3nc(-c4ccc(Cl)cc4)cc3n2)cc1	4	-0.1	-4	-1.8
COc1ccc(CN(CCC(c2ccccc2OC)C2CCOC(C)(C)C2)C(=O)c2ccco2)cc1 (centres undefined)	5	-0.1	-15	-2.2
O=C(NC1c2ccccc2CC1O)C1CCN(S(=O)(=O)c2ccccc2)CC1 (centres undefined)	-4	-0.1	2	1.3
O=C(C1CC12CCN(Cc1cc(Cl)ccc1O)CC2)N1CCc2ccccc2C1 (centres undefined)	-2	-0.1	-11	0.5
C=CCOc1ccc(Br)cc1CNC(C)(C)CO	19	1.0	5	-0.5
CCOC(=O)c1ccccc1NC(=O)Cc1c(C(=O)O)[nH]c2ccccc12	0	-0.2	9	-0.3
O=[N+]([O-])c1ccc(S(=O)(=O)Nc2ccc(Br)cc2F)cc1	9	0.0	17	-1.0
Cc1c(C)n(C(=O)CSc2nc3ccccc3o2)c2ccccc12	15	0.2	-11	0.5
CCOC(=O)/C=C1\OC(c2ccc(OC)cc2)=CC1=O	7	-0.1	-27	2.8
Cc1c(C(=O)Nc2ccc3oc(-c4cccnc4)nc3c2)oc2ccccc12	-11	0.0	-14	-0.1
O=C1N(c2ccc3c(c2)OCO3)C(c2cccc(F)c2)C1(F)F (centres undefined)	-11	0.1	-2	0.3
O=C(NCCc1csc2nc(-c3ccc(Cl)cc3)nn12)c1ccccc1Cl	15	0.1	6	0.5
CCCCN1C(=O)c2cccc3c(NC(=O)c4cc(OC)c(OC)c(OC)c4)ccc1c23	-2	-0.1	-6	-0.5
CCOC(=O)c1c(CSc2nc(C)cc(C(F)(F)F)c2C#N)n(C)c2cc(Br)c(OC(C)=O)cc12	-6	0.0	-2	-1.8
C/C(=N\NC(=O)c1cc(C)[nH]n1)c1ccc(N)cc1	2	-0.1	-44	0.3
CCC1CCCCN1C(=O)c1ccc(OC2CCN(C(=O)C3CC3)CC2)cc1 (centres undefined)	-5	-0.1	-8	0.4
COc1ccc(N2CCN(S(=O)(=O)c3c(C)[nH]c(=O)[nH]c3=O)CC2)cc1	-2	0.1	-8	-0.8
O=C(/C=C1\SC(=O)NC1=O)NCc1ccccc1	13	-0.1	-1	-1.3
Cc1cc(C)n(-c2cc(N/N=C/c3ccccc3)nc(C)n2)n1	4	0.0	0	3.2
CC(=O)Nc1ccc2nc(NC(C)=O)sc2c1	-3	-0.1	-51	-1.3

Compounds shown so far that contain a furan ring, fused or not:
SMILES	MITF primary	FBW7 act	TEAD-YAP inh	GPR151 activ
COc1ccc(OC)c(NC(=O)c2ccc3c(=O)n(Cc4ccco4)c(=S)[nH]c3c2)c1	0	0.5	-7	0.3
COc1ccccc1/C=C/CN1CCc2nnc(C(C)NC(=O)c3ccco3)n2CC1 (centres undefined)	9	0.0	8	0.2
Cc1cc(-c2csc(NC(=O)C3CC4C=CC3C4)n2)c(C)n1Cc1ccco1 (centres undefined)	-2	-0.1	-3	0.9
Cc1cc(C)c2nc(NC(=O)c3ccco3)sc2c1	6	0.1	20	-1.2
COc1ccc(CN(CCC(c2ccccc2OC)C2CCOC(C)(C)C2)C(=O)c2ccco2)cc1 (centres undefined)	5	-0.1	-15	-2.2
Cc1c(C(=O)Nc2ccc3oc(-c4cccnc4)nc3c2)oc2ccccc12	-11	0.0	-14	-0.1

Assay outcomes (PubChem)
